Screening data: PubChem BioAssay, NCI
All columns: NCI-60 one-dose screen, growth in % after 48 h at 10 µM unless noted; 100 = growth as untreated, 0 = no growth, -100 = all killed.
NCI-H23 = NCI-H23 lung cancer. hit rate 4% among 80,000
NCI-H226 = NCI-H226 lung cancer. hit rate 3.5% among 79,000. AID 1794732
NCI/ADR-RES = NCI/ADR-RES ovarian cells; hit rate 4.4% among 81,000; AID 1794790
SK-OV-3 = SK-OV-3 ovarian cancer cells; hit rate 3.2% among 80,000; AID 1794785
NCI-H322M = NCI-H322M lung cancer; hit rate 2.7% among 80,000; AID 1794733
NCI-H460 = NCI-H460 lung cancer | hit rate 6.8% among 82,000
COLO 205 = COLO 205 colon cancer. hit rate 7.3% among 79,000. AID 1794742
NCI-H522 = NCI-H522 lung cancer. hit rate 8% among 78,000. AID 1794739
IGROV1 = IGROV1 ovarian cancer | hit rate 4.7% among 79,000 | AID 1794786
* hit, by the source's call; nt = not tested or not shown; & = joins results of further samples. The calls were made as follows: active = growth percent below 10; inactive = the rest.

SMILES	NCI-H23	NCI-H226	NCI/ADR-RES	SK-OV-3	NCI-H322M	NCI-H460	COLO 205	NCI-H522	IGROV1
O=[N+]([O-])c1cnn(S(=O)(=O)c2ccccc2)c1	103	99	100	102	99	104	103	93	101
COc1ccc2c(c1)[nH]c(=O)c1c3cc(C)c(C)cc3cn21	51	37	8.3*	43	-25*	-16*	-48*	-56*	-22*
CC(C)CCOC(=O)C(O)c1ccccc1 (centres undefined)	100	102	102	102	120	106	100	nt	140
CCOC(=O)C(CCc1ccccc1[N+](=O)[O-])(CCc1ccccc1[N+](=O)[O-])C(=O)OCC	90	82	84	97	101	101	93	81	99
Cc1nn(-c2ccc([N+](=O)[O-])cc2)c2ncnc(Nc3ccccc3)c12	103	106	100	109	115	90	107	81	113
CC(S(=O)(=O)c1ccccc1)S(=O)(=O)c1ccccc1	99	101	107	97	nt	nt	97	81	114
Clc1ccccc1C(c1ccccc1)(c1ccccc1)n1ccnc1	42	29	33	69	62	51	24	28	56
COc1ccc(S(=O)O)cc1NC(C)=O	112	107	115	110	101	107	123	97	108
CCOC(=O)c1c(N)sc(C(C)=O)c1C	91	96	92	110	90	108	119	89	102
CCN(CC)CC#CCOC(=O)[C@]1(C)CCC[C@]2(C)[C@H]3C[C@H]4C(C(C)C)=C[C@]3(CC[C@H]21)[C@@H]1C(=O)OC(=O)[C@@H]14	96	105	96	93	97	107	115	85	91
Cc1ccc(Oc2nc3sc4c(C)ccc(C)c4n3c(=O)c2C#N)cc1	81	96	99	94	116	97	112	113	56
CCN(CC)CCOc1ccc2c(c1)O/C(=C\c1cccc(OC)c1)C2=O	107	100	94	123	95	103	102	99	106
CCCCn1c(=O)c(/C=C/C(=O)/C=C2/CC(c3cc4cc(C)ccc4n(CCCC)c3=O)Nc3ccccc3N2)cc2cc(C)ccc21 (centres undefined)	94	91	98	81	101	97	103	86	79
Cc1cc(NS(=O)(=O)c2ccccc2)c(OS(=O)(=O)c2ccccc2)cc1C	99	101	102	108	110	106	nt	97	122
O=[N+]([O-])c1ccc(NS(=O)(=O)c2ccc(Br)cc2)cc1	70	77	78	85	108	71	113	65	61
COc1ccc(/C=N\N=C(\C)c2nnn(-c3ccc(Cl)cc3)c2C)cc1OC	101	100	100	106	93	106	105	95	102
O=C(Nc1ccc(NC(=O)c2cc(S(=O)(=O)Nc3ccccc3Cl)c(O)c(O)c2O)cc1)c1cc(S(=O)(=O)Nc2ccccc2Cl)c(O)c(O)c1O	95	105	92	99	99	100	112	83	102
CCCN1C=C/C(=C\C(=O)n2ccc3ccccc32)c2ccccc21	73	75	89	70	80	95	96	78	59
O=C(O)C(Cc1ccccc1)N1C(=O)/C(=C/c2ccncc2)SC1=S (centres undefined)	108	105	103	nt	106	108	nt	90	106
O=C(/C=C/CN1CCOCC1)Nc1cc2c(Nc3ccc(F)c(Cl)c3F)ncnc2cc1OCCOC(F)F	69	70	36	12	8.8*	49	72	8.5*	-11*
O=S(=O)(NCCNc1nccc(-n2cnc3ccccc32)n1)c1ccccc1	96	85	104	101	95	103	101	94	90
CN(Cc1ccccc1)c1nc(Cl)c(C2CC(c3ccccc3)=Cc3[nH][nH]c(=O)c32)s1 (centres undefined)	100	100	100	121	101	101	116	94	98
O/N=C\c1cccc2ccccc12	100	107	106	97	89	113	117	84	107
COc1ccc(C2C(C#N)=C(N)Oc3n[nH]c(-c4cccs4)c32)cc1I (centres undefined)	93	98	96	92	102	101	117	83	91
O=c1nc(N[C@@H]2C[C@H](CO)[C@@H](O)[C@H]2O)[nH]c(=O)[nH]1	104	110	109	108	110	110	112	100	106
O=C(CSc1ccc(Cl)cc1)NC(O)C(Cl)(Cl)Cl (centres undefined)	92	100	96	106	117	103	121	101	114
S=c1[nH]c2ccccc2o1	97	93	104	86	93	109	108	92	102
COc1cccc(-c2nc3occn3c2-c2ccnc(NCCCNS(=O)(=O)c3ccc(Br)cc3)n2)c1	76	43	75	85	95	68	32	60	56
O=C(C[n+]1ccnc2ccccc21)c1ccc(Cl)cc1	89	88	100	89	105	111	96	70	96
Oc1ccccc1-c1nnco1	95	93	93	91	90	104	103	91	86
O=S(=O)(NCCCNc1nccc(-c2c(-c3ccc(F)c(O)c3)nc3occn23)n1)c1ccccc1	84	115	118	79	99	76	49	76	92
CN(C)c1cc(NC(=O)CNC(C)(C)C)c(O)c2c1C[C@H]1C[C@H]3[C@H](N(C)C)C(=O)C(C(N)=O)=C(O)[C@@]3(O)C(=O)C1=C2O	94	110	104	77	88	67	105	92	74
CNC(=O)NC(N)=O	97	102	105	109	124	95	104	96	104
Cn1c(I)c(C#CCO[Si](C)(C)C(C)(C)C)c(=O)[nH]c1=O	96	108	102	105	95	106	83	74	81
C=CC(=O)Nc1cccc(Cl)c1	101	103	102	104	101	113	105	67	105
Brc1ccc(Nc2csc(Nc3cnccn3)n2)cc1	97	90	97	97	85	100	110	86	86
COc1cc(/C=C/C(=O)c2cnn(-c3cc(=O)[nH]c4ccc(C)cc34)c2C)cc(OC)c1OC	-45*	-18*	-11*	25	9.6*	8.1*	-92*	-87*	-1.5*
O=c1[nH][nH]cc1Sc1ncn[nH]1	106	101	103	101	100	102	107	88	109
CCOC(OCC)c1cnc2nc(NC(C)=O)[nH]c(=O)c2n1	102	107	nt	106	101	104	121	99	101
Cc1ccc(O)c(N2C(=NCc3ccco3)NS(=O)(=O)c3cnccc32)c1	95	101	95	117	114	104	125	93	94

Quoted from the listing (11 entries):
SMILES	NCI-H23	NCI-H226	NCI/ADR-RES	SK-OV-3	NCI-H322M	NCI-H460	COLO 205	NCI-H522	IGROV1
Oc1ccccc1-c1nnco1	95	93	93	91	90	104	103	91	86
O=S(=O)(NCCCNc1nccc(-c2c(-c3ccc(F)c(O)c3)nc3occn23)n1)c1ccccc1	84	115	118	79	99	76	49	76	92
CN(C)c1cc(NC(=O)CNC(C)(C)C)c(O)c2c1C[C@H]1C[C@H]3[C@H](N(C)C)C(=O)C(C(N)=O)=C(O)[C@@]3(O)C(=O)C1=C2O	94	110	104	77	88	67	105	92	74
CNC(=O)NC(N)=O	97	102	105	109	124	95	104	96	104
Cn1c(I)c(C#CCO[Si](C)(C)C(C)(C)C)c(=O)[nH]c1=O	96	108	102	105	95	106	83	74	81
C=CC(=O)Nc1cccc(Cl)c1	101	103	102	104	101	113	105	67	105
Brc1ccc(Nc2csc(Nc3cnccn3)n2)cc1	97	90	97	97	85	100	110	86	86
COc1cc(/C=C/C(=O)c2cnn(-c3cc(=O)[nH]c4ccc(C)cc34)c2C)cc(OC)c1OC	-45*	-18*	-11*	25	9.6*	8.1*	-92*	-87*	-1.5*
O=c1[nH][nH]cc1Sc1ncn[nH]1	106	101	103	101	100	102	107	88	109
CCOC(OCC)c1cnc2nc(NC(C)=O)[nH]c(=O)c2n1	102	107	nt	106	101	104	121	99	101
Cc1ccc(O)c(N2C(=NCc3ccco3)NS(=O)(=O)c3cnccc32)c1	95	101	95	117	114	104	125	93	94

Going on with the list:
SMILES	NCI-H23	NCI-H226	NCI/ADR-RES	SK-OV-3	NCI-H322M	NCI-H460	COLO 205	NCI-H522	IGROV1
COc1ccc(-c2nc(SCc3nnc(-c4ccc(Cl)cc4)o3)[nH]c(=O)c2C#N)cc1	99	90	108	96	100	104	107	98	108
COc1ccc(S(=O)(=O)N2C(=O)N(S(=O)(=O)c3ccc(OC)cc3)[C@H](OC)[C@H]2OC)cc1	104	97	95	104	91	113	107	82	94
CC(=O)OC[Si](C)(C)c1ccccc1	112	96	112	103	109	103	117	103	114
O=[N+]([O-])c1cccc(-c2nnc(CSc3nnc(-c4ccccc4)o3)o2)c1	103	97	100	106	97	102	107	93	100
CCN(CC)Cc1ccc(-c2nn3c(=O)c(Cl)c(C)nc3s2)cc1	95	78	102	85	93	109	102	75	103
CS(=O)(=O)Nc1cc(-c2ccc3ncc(C#N)c(Nc4cccc(Cl)c4F)c3c2)cnc1Cl	8.3*	10	34	-18*	-10*	6.3*	-75*	1.5*	-44*
Cn1c(=O)c2c(nc(Br)n2CC(=O)Nc2cccc3ccccc23)n(C)c1=O	86	70	99	90	95	96	103	97	57
O=C1C=C(S(=O)(=O)O)c2ccccc2C1=O	92	96	103	92	145	118	nt	103	103
CNC(=O)c1cc(Cn2nc(C)c(NC(=O)c3ccc(COc4ccc(C(F)(F)F)cc4C)cc3)c2C)ccn1	55	51	58	79	94	63	59	51	72
COc1ccc(/C=N/N=C(/c2ccccc2)c2ccc3nc(-c4ccc(Cl)cc4)[nH]c3c2)cc1	91	77	85	93	84	90	72	73	98
N/N=C(\c1ccccc1)c1ccc([N+](=O)[O-])cc1	82	81	89	89	94	90	82	77	75
O=C(Cn1c(/C=C/c2cccc(Br)c2)nc2ccccc2c1=O)Nc1ccc(Cl)cc1	107	97	108	89	97	102	103	112	84
Cc1cc2nc3ccccc3n2c2cc(O)ccc12	81	82	103	83	100	97	104	77	73
O=c1c2c(=NCCN3CCCC3)cc3c(=O)n(CCCN4CCOCC4)c(=O)c4ccc(c(O)n1CCCN1CCOCC1)c2c4-3	-49*	nt	-3.0*	nt	-11*	-8.2*	-56*	nt	2.4*
CCNCCNc1cc(-c2ccc(C#N)cc2)c(C#N)c2nc3ccccc3n12	48	81	61	87	34	-28*	nt	32	48
Nc1nc2c(sc3ncn([C@@H]4O[C@H](CO)[C@@H](O)C4(F)F)c32)c(=O)[nH]1	78	85	88	88	111	108	99	66	118
O=c1[nH]cnc(O)c1Nc1cccc(Cl)c1	95&110	103	97&128	112&101	108&103	110&112	108&108	101&88	111&103
COc1ccc(C2=NN(c3cc(Cl)cc(Cl)c3)C(c3sc(Cl)nc3Cl)C2)cc1 (centres undefined)	98	91	100	101	95	106	106	93	99
Cc1cccc2c(Cl)c3cccc(C)c3nc12	105	91	103	94	112	104	92	90	110
Cc1cc2nnc3c4cccnc4c(C#N)n3c2cc1C	107	104	95	101	108	109	90	nt	111
C/C(Cc1ccc(Cl)cc1)=C(/c1ccccc1)c1ccc(OCCN)cc1	98	91	95	117	100	104	103	96	98
NCc1ccccc1	104	103	104	99	94	109	113	89	97
C=CCSc1nc2cc3c(C)c(CC)c(=O)oc3c(C)c2o1	90	108	95	102	94	110	120	86	93
COC(=O)c1cc(OC)nc(SC)n1	103	99	115	95	89	105	102	67	105
O=S1(=O)CCN(Cc2cccnc2)CC1	98	nt	106	nt	105	100	nt	94	115
O=C(O)COC(=S)SCC(=O)O	117	105	114	120	114	113	134	nt	121
N#Cc1c(-c2ccccc2)nc2c(c(-c3ccc(Cl)cc3)nn2-c2ccccc2)c1-c1ccc([N+](=O)[O-])cc1	96	95	101	102	97	103	110	92	103
CCOc1ccc(S(=O)(=O)c2ccc(C)cc2)c2c1no[n+]2[O-]	82	77	72	77	93	86	nt	57	nt
CN(C)c1ccc(/C=N/N=C(N)N)cc1	81	82	51	83	99	83	55	67	70
Cn1c(N2N=C(c3ccc(Cl)cc3)CC2c2ccccc2)nc(-c2ccccc2)c(C#N)c1=O (centres undefined)	66	75	83	nt	83	59	99	nt	79
Cn1c(=O)c2nc(CCC(=O)Nc3ccccc3)c(=O)[nH]c2n(C)c1=O	90	82	94	99	95	101	103	93	99
Cc1ccc(NC(=O)NNC(=O)c2ccc(NC(=O)c3ccccn3)cc2)cc1	91	84	102	103	95	70	118	91	92
CCOc1ccc(C(=O)OCCNCC(C)C)cc1N	102	95	96	101	107	108	109	83	99
COc1ccc(-c2cc(-c3cc(OC)c(OC)c(OC)c3)c(C#N)c(=O)n2CCCCC(=O)O)cc1	97	104	102	125	98	96	115	87	104
CNS(=O)(=O)Oc1ccc(-c2sc3cc(OS(=O)(=O)NC)ccc3c2C(=O)c2ccc(OCCN3CCCCC3)cc2)cc1	66	84	71	76	nt	42	78	79	86
CC1(C)CC2(C)OCCN2C(=S)N1 (centres undefined)	103	86	nt	103	108	103	108	102	97
Cn1ccnc1C(=O)/C=C/c1ccc(C(=O)Nc2ccc(Cl)cc2)cc1	-19*	17	5.8*	42	0.4*	-29*	1.1*	-5.1*	-22*
O=c1[nH]c2ccccc2cc1CSc1nccc(-c2ccc(-c3ccccc3)cc2)n1	109	106	99	106	106	104	111	85	106
CS(=O)(=O)c1ccc(C(=O)N/N=C/c2ccc3c(c2)OCO3)cc1	97	91	110	107	96	107	110	86	113
CC(=O)OC1CCC2CCCCC2C1 (centres undefined)	104	101	102	102	95	101	102	95	96
COc1cc(CCC(C)=O)ccc1OC(=O)c1c(-c2c(F)cccc2Cl)noc1C	96	100	83	102	87	100	106	nt	102
C/C(=N/NC(N)=S)c1sc(Nc2ccc(Cl)cc2)nc1C	84	107	94	109	86	96	112	86	92
COc1ccc2c(c1)c1cc3ncccc3nc1n2C	65	66	63	67	81	70	55	61	43
O=[N+]([O-])C1CCCCC1	nt	104	104	94	107	110	103	92	107
COc1ccc(C(=O)NNc2nccc(Nc3ccc(S(=O)(=O)Nc4ccncc4)cc3)n2)cc1	91	105	101	117	87	103	106	96	94
CCN(CC)CCNc1ncnc2c1[nH]c1ccc(Cl)cc12	82	76	nt	109	106	81	107	89	119
Cc1ccc(S(=O)(=O)/C(=C\c2ccc(Cl)cc2)C(=O)c2ccccc2)cc1	102	98	104	97	101	106	102	96	109
CN(CCCN(C)CCC1CCCCC1)CCC1CCCCC1	64	67	62	59	95	29	-81*	70	67
Cc1sc2ccccc2[n+]1C	105	106	115	105	107	111	111	93	105
O=c1[nH]cnc2c1ncn2C1OC(CO)CC1F (centres undefined)	104	101	105	105	104	103	108	nt	115
CC(=O)O[C@H](C)[C@@H]1O[C@@H]2CC(=O)O[C@@H]2[C@H]1O	96	118	102	99	91	105	110	94	101
